Tau fibril ThT: blocks human tau fibril formation measured by thioflavin T. P10636. recombinant tau K18 P301L, heparin-induced fibrillization, ThT fluorescence. Potency, µM (doses to about 57.4 µM), without a hit: at the highest dose activity, negative = inhibition, actives largely listed as inhibitors. hit rate 2.1% among 270,000; also: nearly all actives have a fitted effect of over 55% in size
Target sequence (P10636 561-689 P618L limits assumed): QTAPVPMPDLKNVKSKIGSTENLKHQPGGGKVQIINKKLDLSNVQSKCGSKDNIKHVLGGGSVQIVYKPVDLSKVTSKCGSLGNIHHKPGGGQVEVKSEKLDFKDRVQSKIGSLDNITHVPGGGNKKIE
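Recombinant human tau K18 fragment […] carrying P301L, 15 uM unlabeled plus 0.24 uM Alexa 594-labeled, was fibrillized with 20 uM heparin in 100 mM sodium acetate pH 7 for 6 hr at 37 C; 30 uM ThT fluorescence read after 1 hr.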
TRb-SRC2 inh: inhibitors of human thyroid hormone receptor beta-SRC2 interaction; Potency, µM (series often up to 106 µM), for the others: at the highest dose activity change, negative = inhibition, most hits filed as inhibitors; hit rate 0.065% among 280,000; TRbeta-SRC2 peptide binding, fluorescence polarization; receptor liganded with 1 µM T3;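 also: plate controls were bound peptide for no effect and peptide without receptor for full effect; nearly all actives have a fitted effect of over 50% in size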
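Decrease in fluorescence polarization of 20 nM Texas Red SRC2 coactivator peptide flagged inhibition of its binding to 0.6 uM TRb LBD; 1 uM T3 included, incubation 5 hr, ex 555/em 632 nm.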
ALDH1A1 block: inhibitors of human aldehyde dehydrogenase 1A1; hit rate 7.3% among 220,000; P00352; AID 1030; Potency, µM (doses to about 75.3 µM), for inactives: top-dose activity, negative = inhibition, actives largely listed as inhibitors; Purified ALDH1A1, NADH fluorescence, propionaldehyde substrate; active = well fitted inhibition curve with a large enough effect, not every such curve was filed as active; inconclusive = small, poorly fitted or top-dose-only effect, or another doubt; inactive = no such curve, though single readings can be large or run the other way;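 also: plate controls were no enzyme wells and a reference inhibitor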
aGal spleen mod: inhibits or activates alpha-galactosidase in human spleen homogenate. AID 2107. hit rate 0.008% among 240,000. P06280. human spleen homogenate, 4MU-alpha-Gal fluorescence, 40 min. Potency, µM (series often up to 80 µM), for the others: top-dose activity change, negative = inhibition, usual class: inhibitors;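 also: 0% = enzyme with vehicle and -100% = no enzyme basal signal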
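Human spleen homogenate (1 ug) was the enzyme source, with 4-methylumbelliferyl-alpha-D-galactopyranoside (1 mM final) in pH 5.0 citrate buffer with 0.01% Tween-20. Compounds were titrated; after 40 min at 37C, NaOH/glycine stop, 4-MU fluorescence read; AC50 from Hill fits.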
Tau FP inhib: inhibitors of human tau fibril formation | Potency, µM (series often up to 57.7 µM), without a hit: at the top dose activity, negative = inhibition, hits mostly inhibitors | hit rate 0.39% among 280,000 | P10636 | AID 1468 | K18 P301L tau heparin fibrillization, Alexa594 FP, 6 h; also: nearly all actives have a fitted effect of over 55% in size
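Read-out: fluorescence polarization of Alexa 594-labeled tau (0.24 uM), 555 nm excitation, 632 nm emission. Mixtures held 15 uM unlabeled K18 P301L, compound and 20 uM heparin, pH 7 acetate buffer, incubated 6 hr at 37 C.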
TR SRC2 fluor cs: Texas Red fluorescence interference in TRb-SRC2 counter-screen | TRb/SRC2 Texas Red total fluorescence interference | AID 1479 | hit rate 0.29% among 280,000 | Potency, µM (doses to about 106 µM), without a hit: at the top dose fluorescence change, negative = quenching; active = well fitted curve in either direction with a large enough effect; inconclusive = small, poorly fitted or top-dose-only effect
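Flags fluorescent or light-absorbing compounds by total fluorescence, S + 2P, at 555 nm excitation and 632 nm emission. Mixture: 20 nM Texas Red SRC2 peptide, 0.6 uM human TRb LBD, 1 uM T3, 5% DMSO; compound exposure 5 h at ambient temperature.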
L3MBTL1 block: L3MBTL1 (human) inhibition. Q9Y468. Potency, µM (titrated, usually from 57.1 µM), for the others: at the highest dose activity, negative = inhibition, most hits filed as inhibitors. hit rate 0.66% among 230,000. AlphaScreen L3MBTL1–H3K9me1 peptide binding; also: nearly all actives have a fitted effect of over 60% in size
Target sequence (Q9Y468 whole entry, looked up): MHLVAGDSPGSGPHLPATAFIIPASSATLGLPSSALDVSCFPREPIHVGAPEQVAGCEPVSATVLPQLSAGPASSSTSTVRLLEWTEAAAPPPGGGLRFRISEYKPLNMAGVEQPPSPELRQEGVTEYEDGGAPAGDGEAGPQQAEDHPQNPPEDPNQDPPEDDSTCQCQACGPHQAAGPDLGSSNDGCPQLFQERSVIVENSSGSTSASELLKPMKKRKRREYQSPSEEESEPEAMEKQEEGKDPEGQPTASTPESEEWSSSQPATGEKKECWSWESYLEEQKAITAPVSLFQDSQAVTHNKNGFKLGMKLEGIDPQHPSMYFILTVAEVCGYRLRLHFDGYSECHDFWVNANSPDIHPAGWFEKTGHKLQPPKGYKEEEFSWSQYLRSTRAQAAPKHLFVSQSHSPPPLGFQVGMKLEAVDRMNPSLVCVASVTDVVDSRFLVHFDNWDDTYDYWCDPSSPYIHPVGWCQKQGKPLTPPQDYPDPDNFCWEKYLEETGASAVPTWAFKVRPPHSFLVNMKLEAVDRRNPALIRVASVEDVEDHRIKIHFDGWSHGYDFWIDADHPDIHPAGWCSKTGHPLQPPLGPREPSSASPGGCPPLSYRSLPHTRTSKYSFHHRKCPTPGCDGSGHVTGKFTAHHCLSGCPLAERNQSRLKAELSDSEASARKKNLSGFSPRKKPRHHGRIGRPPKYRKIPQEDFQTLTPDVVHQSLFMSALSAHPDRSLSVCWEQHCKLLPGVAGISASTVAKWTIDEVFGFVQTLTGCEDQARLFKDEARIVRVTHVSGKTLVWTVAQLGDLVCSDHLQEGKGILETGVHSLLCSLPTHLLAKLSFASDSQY
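AlphaScreen assay: L3MBTL1 (50 nM final) was preincubated 30 min at room temperature with biotinylated H3(1-15)K9me1 peptide (75 nM final), then 30 min with library compounds; streptavidin donor and nickel chelate acceptor beads (10 ug/mL final) added, 30 min dark.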
Tau fluor cs: counter-screen for tau fibril formation inhibitors | Potency, µM (highest dose often 57.7 µM), for the others: at the top dose activity change, negative = decrease | tau K18 P301L Alexa594 fluorescence, heparin fibrillization | hit rate 0.93% among 280,000; also: nearly all actives have a fitted effect of over 55% in size
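Human tau K18 P301L (15 uM unlabeled, 0.24 uM Alexa 594-labeled) in 100 mM sodium acetate pH 7 with 20 uM heparin, 6 hr at 37 C. ThT 30 uM added, 1 hr ambient; Alexa 594 FP and total fluorescence read at 555/632 nm.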
* hit, by the source's call; ? = inconclusive; . = not tested or not shown; & = joins results of further samples; [ ] = dose if it differs, or a comment. Unless noted, calls follow the shape of the dose curve; as a rule, active = well fitted curve in the direction sought with a large enough effect; inconclusive = small, poorly fitted or top-dose-only effect, or another doubt; inactive = no such curve, though single readings can be large; an effect the other way counts as inactive or inconclusive. Unless noted, % is scaled to controls: 0 for no effect and ±100 for the full control effect; potency is read from the fitted curve at half-maximal effect. Outcome played no part in choosing rows; any-hit rate near 8.5%.

SMILES | Tau fibril ThT | TRb-SRC2 inh | ALDH1A1 block | aGal spleen mod | Tau FP inhib | TR SRC2 fluor cs | L3MBTL1 block | Tau fluor cs
COc1cc(-c2ccccc2)nc2ccccc12 | 1% | 5% | -1% | 7% | 11% | -3% | 6% | -7%
CCCCNC(=O)c1cn(CC)c2cc(N3CCN(C)CC3)c(F)cc2c1=O | . | 3% | . | ? | -4%[0.0958 µM] | 0% | . | -5%[0.0958 µM]
COc1ccc2nc(SCC(C)=O)c(C#N)cc2c1 | 4.5µM* | 3% | 3% | 0% | 10% | -4% | 0% | -28%
Cc1ccc(S(=O)(=O)N2CCN(C3CCN(Cc4ccccc4)CC3)CC2)cc1 | -6% | 3% | -5% | 5% | -2% | -3% | -1% | -3%
COc1ccc(OC)c2c(C)cc(C)nc12 | ? | -7% | 11% | 0% | ? | 0% | -9% | -8%
COc1cccc(-n2c(=O)c3c(C)c(C(=O)N(C)C)sc3n(CC(=O)Nc3ccc(C)cc3Cl)c2=O)c1 | 6% | 0% | . | . | -13% | -2% | . | -3%
Cc1c(NC(=O)C(Sc2ccccc2)c2ccccc2)cccc1[N+](=O)[O-] (stereo unspecified) | -6% | -9% | -3% | -3% | -5% | -2% | 2% | ?
Cn1nc(C(=O)NC2CCCCC2)c2ccccc2c1=O | 2% | -12% | ? | 1% | 2% | 0% | 12% | 5%
CN(CC(=O)N1CCc2[nH]c3ccc(F)cc3c2C1)CC1OCCO1 | 1% | 1% | ? | 7% | -3% | 1% | -5% | -8%
COc1ccc(-c2nnn(CC(=O)N(CC(=O)NCCC(C)C)Cc3cccs3)n2)cc1OC | -12% | -17% | 3% | 8% | -2% | -1% | 3% | -21%
COC(=O)CC(c1ccc(C#N)cc1)n1c(C)ccc1C (stereo unspecified) | -12% | 4% | 6% | 0% | -9% | -1% | -3% | -8%
Cc1cc(=O)[nH]c(NCc2ccccc2)n1 | -6% | -5% | . | -2% | -13% | -3% | 5% | -11%
O=C(CNC(=O)c1ccc(Cl)cc1)Nc1ccc(S(=O)(=O)Nc2ncccn2)cc1 | 1% | -6% | . | -2% | -4% | -5% | 7% | -2%
COc1ccccc1NC(=O)CC(C)n1nc(C)cc1C (stereo unspecified) | -4% | -7% | . | . | -4% | -2% | . | -7%
CC(C)CCNC(=O)CN(CC1CCCO1)C(=O)CCC(=O)Nc1nccs1 (stereo unspecified) | 10% | -4% | 5% | 6% | 3% | -2% | -5% | 5%
CC(=O)NC(=O)c1ccc(-c2ccc(Cl)cc2)o1 | -1% | -9% | ? | -2% | 8% | -3% | -13% | -1%
Cc1ccc(-n2nc3cc(Cl)c(NC(=O)c4ccco4)cc3n2)cc1 | ? | -4% | 7% | 6% | -1% | 0% | . | -10%
C/C(=N\Nc1nc(C(=O)O)cs1)c1ccccc1 | -7% | 5% | 5% | -1% | 0% | -3% | -26% | 0%
C/C(CC(=O)Nc1cccc(Cl)c1Cl)=N\NC(=O)c1ccccc1Br | -7% | 6% | -7% | 0% | 3% | -7% | -4% | -11%
COc1ccc(Nc2nnc(SCC(=O)c3cc4ccccc4o3)s2)cc1 | ? | 6% | . | 15% | 5% | -4% | . | ?
N#Cc1c(NC(=O)C2CC(Cl)=CCC2C(=O)O)sc2c1CCCC2 (stereo unspecified) | ? | -7% | 18µM* | -4% | 2% | -2% | -5% | -7%
CC(C)NC(=O)c1ccc(C(C)C)cc1 | -12% | 5% | . | -5% | 2% | -1% | . | -9%
O=[N+]([O-])c1c(NCCCO)cc(N2CCN(Cc3ccc4c(c3)OCO4)CC2)c2nonc12 | ? | 7% | 2% | -10% | 8% | -6% | -2% | 12%
CC1(C)Cc2cccc(C(=O)Nc3ccc(Cl)cc3)c2O1 | -7% | 1% | -10% | -3% | -8% | 2% | 35%[activator] | -24%
CC(=O)Nc1ccc(NC(=O)C/C(C)=N/NC(=O)C(=O)N2CCCC2)cc1 | 17% | 7% | 3% | 4% | 0% | -1% | 1% | 10%
Cc1c(Cl)cccc1NC(=O)C(=O)NCCc1csc(-c2ccc(C(F)(F)F)cc2)n1 | -14% | 9% | . | . | -12% | 0% | . | -25%
O=C(NCCCN1CCCC1)c1cc(Sc2ccc(F)cc2)nc2ccccc12 | -11% | 0% | 1% | -15% | -2% | -6% | -23% | -10%
Cc1ccc(S(=O)(=O)c2[nH]c(-c3ccccc3)nc2SC(C)C(=O)O)cc1 (stereo unspecified) | -1% | 4% | . | . | 0% | -14% | . | -5%
COc1ccc(CNC(=O)c2cc3cc4ccc(C)cc4nc3o2)cc1 | -3% | 2% | . | . | -2% | -1% | . | -6%
CN(C)/C=C/C(=O)c1ccc(Cl)s1 | -8% | 4% | ? | 10% | 2% | -4% | -5% | 4%
CCn1nnc2cc(C(=O)Nc3ccc(OC)cc3)ccc21 | ? | -7% | . | . | 0% | 0% | . | -12%
COC(=O)[C@@H]1C[C@@]2(O)[C@H](O)[C@H](O)[C@H](O)C[C@H]2N1Cc1ccccc1OS(=O)(=O)c1ccc(C)cc1 | -5%&9% | 3%&-1% | -9% | -6%&-2% | -4%&-1% | 1%&1% | . | -8%&8%
COc1ccc(NC(=S)N/N=C/c2ccc(F)cc2)cc1OC | -18% | 4% | 7% | -9% | -1% | 0% | . | -22%
CCC(NC(=O)NNC(N)=S)(C(F)(F)F)C(F)(F)F | -16% | 5% | . | 4% | -9% | 0% | 4% | -13%
O=C(Cc1c[nH]c2ccccc12)Nc1nc2ccccc2[nH]1 | ? | -1% | 5% | 7% | 11% | 4% | -19% | -30%
Cc1ccc2c(c1)NC(=O)C(CC(=O)NCCCN1CCCCC1)O2 (stereo unspecified) | -17% | -2% | 19% | 1% | 6% | 2% | . | -6%
Cn1c2c(c(=O)n(C)c1=O)C(c1ccc(Cl)cc1)C(C#N)=C(N)O2 (stereo unspecified) | ? | 8% | ? | 5% | ? | -1% | -2% | -18%
COc1cccc(NC(=O)c2oc3ccccc3c2NC(=O)C2CC2)c1 | -15% | 0% | 14% | -1% | -4% | -2% | 10% | ?
COc1cccc(-c2cc(=O)c3cc(NC(=O)c4cccnc4)ccc3[nH]2)c1 | -19%[81.4 µM] | 2% | 8% | 0%[119 µM] | 7%[81.3 µM] | -4% | . | -3%[81.3 µM]
Clc1ncn(C23CC4CC(CC(C4)C2)C3)n1 | -1% | 6% | 2% | -1% | -1% | 0% | -3% | -2%

Some of the entries so far, field by field:
Cn1nc(C(=O)NC2CCCCC2)c2ccccc2c1=O
  Tau fibril ThT = 2% | TRb-SRC2 inh = -12% | ALDH1A1 block = ? | aGal spleen mod = 1% | Tau FP inhib = 2% | TR SRC2 fluor cs = 0% | L3MBTL1 block = 12% | Tau fluor cs = 5%
CN(CC(=O)N1CCc2[nH]c3ccc(F)cc3c2C1)CC1OCCO1
  Tau fibril ThT = 1% | TRb-SRC2 inh = 1% | ALDH1A1 block = ? | aGal spleen mod = 7% | Tau FP inhib = -3% | TR SRC2 fluor cs = 1% | L3MBTL1 block = -5% | Tau fluor cs = -8%
COc1ccc(-c2nnn(CC(=O)N(CC(=O)NCCC(C)C)Cc3cccs3)n2)cc1OC
  Tau fibril ThT = -12% | TRb-SRC2 inh = -17% | ALDH1A1 block = 3% | aGal spleen mod = 8% | Tau FP inhib = -2% | TR SRC2 fluor cs = -1% | L3MBTL1 block = 3% | Tau fluor cs = -21%

Continuation:
SMILES | Tau fibril ThT | TRb-SRC2 inh | ALDH1A1 block | aGal spleen mod | Tau FP inhib | TR SRC2 fluor cs | L3MBTL1 block | Tau fluor cs
CCN(Cc1ccccc1)c1nc2c(S(=O)(=O)c3ccccc3)nnn2c2ccc(Cl)cc12 | -11% | 2% | . | . | -8% | -12% | . | -12%
COC(=O)c1cc(NS(=O)(=O)c2ccc(N3CCOCC3)c(N)c2)cc(C(=O)OC)c1 | 0% | 4% | 6% | 3% | -1% | 11% | 2% | -3%
Cc1ccc2nc3sc(C(=O)NCCCN(C)c4ccccc4)cc3cc2c1 | ? | 23% | . | . | 4% | ? | . | ?
COC(=O)c1[nH]c2cccc(OC)c2c1NC(=O)CN1CCN(c2cccc(OC)c2)C(C)C1 (stereo unspecified) | ? | -3% | ? | -4% | 3% | -8% | -8% | -22%
Oc1cc(Cc2ccccc2)cnc1CN1CCOCC1 | -18% | -8% | 7% | -11% | -2% | -2% | -3% | -6%
COCCCNc1nc2c(c(=O)[nH]c(=O)n2C)n1CCCc1ccccc1 | -2% | -23% | -3% | -9% | 5% | -1% | -3% | -1%
NC(Cc1cccc2nsnc12)C(=O)O (stereo unspecified) | -8% | 3% | -8% | 0% | 2% | 0% | 2% | -3%
COc1cccc(/C(=N/O)C2CC2c2ccc(Cl)cc2)c1 (stereo unspecified) | -18% | 3% | 15% | 3% | -2% | 2% | 27% | -18%
CCc1nnc(-n2nc(C)cc2-c2ccccc2)n1N | -5% | -1% | 4% | -6% | -3% | 2% | 7% | 3%
CCOC(=O)[C@]1(C(NC(=O)OC)c2cccc(F)c2)CCCC1=O (stereo partly specified) | -8%[11.5 µM] | 7%[11.2 µM] | 15%[13.5 µM] | 6%[17.5 µM] | -6%[11.6 µM] | 3%[11.2 µM] | . | -5%[11.6 µM]
Cc1cc(C)nc(N2C(=O)CC(Cc3ccccc3)C2=O)n1 (stereo unspecified) | 6% | 5% | 6% | 10% | ? | -6% | 0% | -8%
CC(=O)Nc1ccc(NC(=O)CN(c2cccc(C(C)=O)c2)S(C)(=O)=O)cc1 | -8% | 1% | 3% | 0% | -2% | 0% | 3% | -12%
O=C(N/N=C/c1cccc(Oc2ccccc2)c1)c1cc[n+]([O-])cc1 | 5% | -3% | ? | 2% | -8% | 1% | -7% | 0%
CC(=O)N1CCCc2cc(S(=O)(=O)N3CCC(C(=O)Nc4ccc(C)cc4Cl)CC3)ccc21 | 2% | 1% | . | . | 4% | -30% | . | 3%
CC1(C)CC(=O)C(C(C2=C(O)CC(C)(C)CC2=O)c2cccs2)C(=O)C1 (stereo unspecified) | -15% | 1% | -3% | -9% | -4% | 0% | 4% | -10%
COc1cc(NC(=S)NC2CC(C)(C)NC(C)(C)C2)c(OC)cc1Cl | -9% | 1% | 8% | -7% | 0% | 3% | -9% | -9%
CSc1nccc(-c2c(-c3ccc(Cl)cc3)noc2C)n1 | -7% | -1% | . | 0% | -10% | 0% | 42%[activator] | -13%

Screens (PubChem)
